Bioassay records: PubChem, several laboratories
Peg3 promoter = Peg3 promoter-driven luciferase inhibitors, primary screen, cell-based, HeLa, luciferase luminescence. HeLa PEG-Prom luciferase reporter, overnight. inhibition, % at 20 µM. 360,000 tested, 1.7% active;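 active = inhibition of at least 50% at 20 µM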
TWEAK-Fn14 inh = inhibitors of TWEAK-Fn14 signaling, primary screen, luciferase reporter cells, uHTS. TWEAK-stimulated Fn14 reporter cells, luciferase luminescence, 8 h. inhibition, % at 10 µM. 360,000 tested, 2% active. AID 1159606, 2016; in the data active = inhibition above about 50%
Shn3 inh set2 = reduction of Shn3 3'UTR firefly luciferase signal, primary screen, Schnurri-3 inhibitor project, cell-based, Clone20 osteoblasts, set 2; Clone20 osteoblast Shn3 3'UTR firefly luciferase, 24 h; inhibition, % at 12.5 µM; 360,000 tested, 0.52% active; AID 588674, 2011;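 active = mean inhibition of at least 75% with every replicate also reaching 75%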;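 also: 0% = median of neutral control wells and 100% = pilot-screen positive control compound; some compounds past the cut are filed as inactive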
KKLEB tox = cytotoxicity in KKLEB CF airway cells, primary screen, cytotoxicity control for CF NF-kB inhibitor project, cell-based, uHTS, fluorescence assay plates | KKLEB CF airway cells viability, ATPlite luminescence, overnight; active compounds read low; cells stimulated with P. aeruginosa culture filtrate | activity change (cytotoxicity), % at 5 µM | 360,000 tested, 0.36% active | AID 602141, 2011;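 active = corrected activity change at or below -50% at 5 µM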
NR2E3 ag-1 = inhibitors of NR2E3-RetCOR corepressor binding, primary screen, NR2E3 agonist project, biochemical, TR-FRET, GST-NR2E3, biotin-RetCOR. 1536-well. 320,000 tested, 0.12% active. AID 2300, 2010. Photoreceptor-specific nuclear receptor (Homo sapiens), Q9Y5X4. inhibition of corepressor binding, % at 4.78 µM;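 active = percent inhibition above the cutoff of mean plus 3 SD of all tested compounds, set per screening campaign, cut at about 20% in these data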;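 also: 0% = DMSO wells and 100% = biotin wells as full block of FRET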
Target sequence (Q9Y5X4 whole entry, looked up): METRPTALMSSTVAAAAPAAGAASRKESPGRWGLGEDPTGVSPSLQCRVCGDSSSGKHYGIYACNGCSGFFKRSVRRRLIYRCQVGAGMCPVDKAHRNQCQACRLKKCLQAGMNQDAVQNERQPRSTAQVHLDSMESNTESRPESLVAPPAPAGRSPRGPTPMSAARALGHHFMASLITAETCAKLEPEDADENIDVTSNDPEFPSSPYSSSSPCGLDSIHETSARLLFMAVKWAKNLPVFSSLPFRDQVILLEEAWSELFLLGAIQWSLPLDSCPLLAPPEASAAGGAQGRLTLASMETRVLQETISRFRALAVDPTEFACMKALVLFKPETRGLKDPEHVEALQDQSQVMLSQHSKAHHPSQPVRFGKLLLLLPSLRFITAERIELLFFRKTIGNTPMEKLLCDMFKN
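Material: NR2E3–RetCOR corepressor complex | Quantity: 1.35 nM GST-tagged NR2E3 final | Schedule: 5 h at 4 °C | Replication: Singlicate compound wells | Reagent: RetCOR corepressor, biotinylated, 7 nM | Controls: Biotin wells as high control, 0.6% DMSO wells as low control | Signal: TR-FRET, Eu(K)-anti-GST donor, streptavidin-D2 acceptor, ex 340, em 617/671 nm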
HIF-2a block = HIF-2a reporter inhibitors, primary screen, luminescence, 786-0 RCC cells | 786-0 RCC cells HIF-2a reporter, luciferase luminescence, overnight | inhibition, % at 18.8 µM | 360,000 tested, 0.72% active | AID 624352, 2012;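 active = inhibition of the luminescence signal of 40% or more relative to plate controls, in a single-dose primary screen at 18.75 µM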
TRAIL sens C8 = viability loss with TRAIL in NB7+C8 cells, primary screen, TRAIL sensitizer project, cell-based, ATPlite luminescence | inhibition (viability loss, TRAIL sensitization), % at 10 µM | 360,000 tested, 1% active;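 active = compounds causing at least 50% loss of cell viability in the single-dose screen, relative to plate controls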
MITF TRPM1 inh = inhibitors of MITF-dependent TRPM1 promoter reporter, primary screen, cell-based, SK-MEL-5, single point, luciferase; AID 488899, 2010; SK-MEL-5 TRPM1 promoter luciferase, 24 h; 330,000 tested, 0.83% active; inhibition, % at 12.5 µM;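 active = mean inhibition across replicates of 60% or more, whatever share of single replicates reaches that level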; also: values of inactives mirror those of a sister screen read the other way
CF NFkB inh = inhibitors of PAF-induced NF-kB signaling, primary screen, cell-based, GFP fluorescence, uHTS. KKLEB NF-kB-GFP reporter, GFP fluorescence overnight. inhibition, % at 5 µM. 360,000 tested, 0.86% active;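 active = at least 50% inhibition at 5 µM, scaled per plate between neutral and stimulator controls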;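 also: PAF is a Pseudomonas aeruginosa culture filtrate used as stimulus; plate controls were PAF-stimulated DMSO wells for no effect and unstimulated DMSO wells for full effect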
TROY signal inh = inhibitors of TROY-driven NF-kB signaling, primary screen, Q293 LMP1-TROYcd cells, NF-kB luciferase, uHTS. Q293 LMP1-TROYcd NF-kB luciferase reporter, 4 h. 360,000 tested, 0.98% active. inhibition, % at 10 µM;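 active = compounds whose plate-normalised and pattern-corrected inhibition of the luciferase reporter signal at the single screening dose is 50% or more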
NR2E3 ag-2 = NR2E3 agonists in two-hybrid cells, primary screen, cell-based, luminescence, CHO-S, Gal4-NCOR/VP16-NR2E3 | Photoreceptor-specific nuclear receptor (Homo sapiens), Q9Y5X4 | luciferase | inhibition of corepressor binding, % at 3.98 µM | 360,000 tested, 0.35% active | AID 602229, 2012;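 active = inhibition above the mean of all tested compounds plus 3 SD, cut at about 70% in these data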;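 also: 0% = DMSO with NR2E3 transfected cells and 100% = cells lacking NR2E3 construct; higher means lower luciferase signal from less NR2E3 corepressor binding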
The depositor's hits bear a star; · = not tested or not shown. A portion of the library; count on the stated rates, not on these rows.

Every second line gives: Peg3 promoter	TWEAK-Fn14 inh	Shn3 inh set2	KKLEB tox	NR2E3 ag-1	HIF-2a block	TRAIL sens C8	MITF TRPM1 inh	CF NFkB inh	TROY signal inh	NR2E3 ag-2
1. Cc1ccc(S(=O)(=O)N(CC(=O)Nc2cccc([N+](=O)[O-])c2)Cc2ccc(Cl)cc2)cc1
 : 28	51*	28	10	2	8	5	16	-4	44	12
2. Cn1c(=O)c2cc(NC(=O)CCc3cccnc3)ccc2n1Cc1ccc(F)cc1
 : 1	12	8	7	·	2	-5	·	-3	8	-7
3. Cc1cc(NC(=O)CCC(=O)N(c2ccccc2)C2(C(=O)NC3CCCCC3)CCCC2)no1
 : 1	-1	6	7	0	12	-1	7	2	19	-12
4. Cc1ccc(S(=O)(=O)Nc2cccc(C(=O)NCC3(N4CCCCC4)CCCCC3)c2)cc1F
 : 3	3	-9	3	-2	10	4	-17	20	8	22
5. CCOC(=O)Cc1cnc(NC(=O)c2ccccc2)s1
 : -91	8	-19	0	2	-139	10	-41	8	-21	-15
6. COCCNc1nc(Nc2ccc(C(=O)OC)cc2)c2sccc2n1
 : 32	25	14	-14	·	13	-5	·	17	-23	17
7. CCCCCCn1c(=O)n2n(c1=O)[C@@H]1CN(S(=O)(=O)c3ccc(C)cc3)C[C@]1(O)[C@@H](OC(=O)NCc1ccccc1)C2
 : 29	8	-8	0	·	-5	14	·	15	11	-29
8. COC(=O)C(C)n1nnc2sc(-c3ccccc3)cc2c1=O (stereo unspecified)
 : -130	-13	-52	14	0	-62	-2	-56	-9	-42	-48
9. COc1ccc(-c2noc(CN(C)C(=O)c3ccoc3C)n2)cc1
 : -53	-21	2	7	-2	-71	-5	-3	-14	-4	1
10. CCC(C)(C)NC(=O)C(c1ccncc1)N(Cc1cccs1)C(=O)Cn1nnc2ccccc21 (stereo unspecified)
 : -11	-18	-3	-4	-1	-17	-14	-10	2	2	-6
11. COCC(C)NC(=O)c1cc2cccc([N+](=O)[O-])c2[nH]1 (stereo unspecified)
 : -24	5	7	-4	-1	-26	-2	27	11	-29	-10
12. CC(C)N1CCc2c(sc(NC(=O)CN3C(=O)c4ccccc4C3=O)c2C(N)=O)C1
 : 14	2	-33	-10	0	11	-5	-4	-8	-18	-5
13. O=C(N[C@H](CO)Cc1ccccc1)c1ccco1
 : -24	5	-9	5	4	-2	3	-7	20	9	-1
14. Cc1nc(Nc2ccc(Cl)cc2)c(C#N)c(=O)[nH]1
 : 27	-14	-23	-12	3	16	-6	18	30	9	10
15. Cc1ccccc1NC(=S)N(Cc1ccco1)C(C)c1ccccn1 (stereo unspecified)
 : 25	-8	9	1	-4	14	-21	-3	-2	-6	0
16. COCCNS(=O)(=O)c1cc(OC)ccc1OC
 : 4	0	-2	8	4	6	-3	-3	-5	5	9
17. COc1ccc([N+](=O)[O-])cc1N(CC(=O)NCCSc1ccccc1)S(C)(=O)=O
 : 13	-3	9	13	-1	8	14	6	-3	10	-25
18. Cc1ccc(COc2ccc(/C=N/NC(=O)CN3CCCCC3)cc2)cc1
 : -187	-15	-46	7	2	-149	2	-27	-24	-64	-103
19. C=CCOc1cccc(C2c3c(oc4ccc(F)cc4c3=O)C(=O)N2CCCN2CCOCC2)c1 (stereo unspecified)
 : -14	-16	-19	-6	-1	-12	5	1	-24	-5	9
20. Cc1cc(C(=O)OCC(=O)N2CCC(c3ccccc3)=N2)ccc1[N+](=O)[O-]
 : -36	-12	1	6	0	-5	-2	-10	-31	-15	-9
21. COc1ccc(NC(=O)C2CCN(S(=O)(=O)c3ccc4c(c3)CC(C)N4C(C)=O)CC2)cc1OC (stereo unspecified)
 : 4	-21	3	-3	-1	9	-4	7	13	3	2
22. CSc1cccc(NC(=O)CN(C2CCCCC2)S(C)(=O)=O)c1
 : 9	-14	-6	-5	2	9	2	-5	-2	2	-9
23. Nc1[nH]c(C(=O)c2ccccc2)c(-c2ccc(F)cc2)c1C(=O)NCCc1c[nH]c2ccccc12
 : ·	34	·	·	·	-29	-11	·	·	23	-27
24. CC(C)NC(=O)N(C)C[C@@H]1OCc2cnnn2CCCC(=O)N([C@H](C)CO)C[C@@H]1C
 : 13	6	-4	3	·	-1	-7	·	-9	6	27
25. COc1ccc(/C=C2\SC(=S)N(CCC(=O)Nc3ccccn3)C2=O)cc1OC
 : 1	28	21	-30	1	5	3	0	38	-7	-9
26. O=C(O)CNC(=O)c1ccc(S(=O)(=O)N2CCOCC2)cc1
 : 0	4	-48	12	3	8	-5	-2	-1	0	-16
27. COc1ccc(C=C(NC(=O)c2ccccc2)C(=O)O)cc1OC
 : 14	13	-24	18	·	1	-5	3	-17	1	-13
28. Cc1cc(C)c2c(c1)/C(=N/NC(=O)c1cc(C)oc1C)CCC2
 : 24	5	-19	10	1	-5	3	11	1	-19	-27
29. COc1cc(OC)cc(C(=O)NC(=S)NNC(=O)Cc2cccs2)c1
 : 23	-34	-8	7	2	20	-1	11	-26	4	-13
30. COc1cccc(C#CC2=CC(=O)CC(C)(C)C2)c1
 : -203	1	-42	-5	·	-82	7	·	34	-44	-60
31. O=C(Nc1cc(Cl)ccc1-n1cncn1)C1CC1
 : 8	3	-1	1	-3	13	20	17	21	16	-23
32. CCn1c(N2CCN(S(=O)(=O)c3ccccc3)CC2)nc2ccccc21
 : 15	9	22	5	0	10	-3	8	-8	0	-8
33. COc1ccc(-c2nc(SCc3ccccc3)n(S(C)(=O)=O)n2)cc1
 : -242	-5	-35	9	5	-233	24	-32	-18	-42	-23
34. O=C(C1CCCO1)N1CCN(S(=O)(=O)c2ccccc2)CC1 (stereo unspecified)
 : -2	10	1	2	3	13	6	-8	7	-5	11
35. C=CCN(CC=C)C(=O)COC(=O)c1n[nH]c2ccccc12
 : 3	-13	-22	4	-3	10	10	16	7	12	3
36. O=C(C[C@H]1C/C=C\C[C@H](Cc2ccc(F)cc2)C(=O)O[C@@H](c2ccccc2)CNC1=O)N[C@@H](CO)Cc1ccccc1
 : 42	-10	18	-8	·	-1	-6	8	-15	10	1
37. CC(NC(=O)c1ccco1)C(c1cccs1)N1CCN(c2ccc(F)cc2)CC1 (stereo unspecified)
 : 6	-7	13	4	-1	-14	-8	12	-10	-4	-1
38. CCCCc1cc(=O)oc2cc(OCC(=O)N3CCc4ccccc43)ccc12
 : 6	-6	-11	1	1	7	11	13	-13	-6	-28
39. O=c1nc(-c2ccccc2)c2cc(Cl)ccc2[nH]1
 : 17	0	-10	10	1	-8	-21	2	-27	-25	17
40. CCOc1ccc(NCc2nc3ccccc3n2CCOc2ccccc2)cc1
 : 1	31	1	12	-1	-170	4	-53	-6	15	-53
41. CC(C)(C)C1=Nn2c(nnc2-c2ccccn2)SC1
 : 14	-6	6	-2	5	-3	1	-4	15	4	-5
42. Cc1ccc(C(=O)O)cc1NC(=O)CN1C(=O)C2C3c4ccccc4C(Br)(c4ccccc43)C2C1=O (stereo unspecified)
 : 2	1	-12	-7	-2	11	-6	6	-7	18	9
43. COc1cccc(CC(=O)OCC(=O)NC(Cc2ccccc2)C(C)=O)c1 (stereo unspecified)
 : 2	18	-35	-8	1	5	-7	10	0	10	-5
44. Cc1cc(C)c(Cn2cnc(-c3ccc([N+](=O)[O-])cc3)c2)c(C)c1
 : -2	-23	36	-15	2	10	38	9	18	3	-14
45. COc1ccc(NC(=O)c2ccco2)c2ccccc12
 : 3	-9	0	-1	·	3	-4	-20	18	-7	-30
46. Cc1ccc(C2=NN(CC(=O)NCc3ccccn3)C(=O)CC2)cc1
 : 4	4	-18	14	1	17	-13	-1	-10	8	11
47. CSc1n[nH]c2nc3c(c(=O)n12)C1(CCCCC1)Cc1ccccc1-3
 : -10	8	1	12	3	-3	-6	-8	-45	18	-17
48. Clc1nssc1=Nc1nncs1
 : -10	-8	13	5	-2	0	15	12	-3	4	6
49. O=C(CCCc1nc(-c2ccccc2)no1)NC1CCCC1
 : -7	3	-9	-13	6	0	7	-4	-5	0	-25
50. CCCCn1c(SC(C)C(=O)NCC2CCCO2)nc2cc(C(=O)OC)ccc2c1=O (stereo unspecified)
 : 1	18	0	-12	-1	-11	10	-3	-8	-13	-28
51. Cc1ccc(NS(=O)(=O)c2cccc(C(=O)NCC3CCCO3)c2)cc1 (stereo unspecified)
 : 14	-1	9	1	2	2	-10	8	-24	17	9
52. O=C1NC[C@@H](CCCCN2CCN(CCC3CCCCC3)C(=O)C2=O)N(Cc2ccccc2)C1=O
 : ·	15	·	·	·	3	-9	·	·	-12	8
53. CN1C=C(C(F)(F)F)C=C/C1=C(\C#N)c1nnc2n1CCCCC2
 : -3	-16	-3	-3	3	-5	-1	14	3	-2	-10
54. Cc1[nH]nc2c1C(c1ccc(OC(=O)c3ccco3)cc1)C(C#N)=C(N)O2 (stereo unspecified)
 : 8	3	-6	-6	-3	16	-2	13	-1	·	-12
55. CC(C)CNC(=O)C(=O)NCCCN1CCOCC1
 : -5	23	9	5	1	14	-7	11	1	21	10
56. Cc1ccccc1-c1nn(-c2ccc(F)cc2F)cc1CNCCN(C)C
 : -4	-9	21	6	1	11	-10	-10	-7	-9	-18
57. c1csc(-c2nn3cnnc3c3ccccc23)c1
 : -10	-1	14	-10	2	21	-5	1	4	8	-4
58. CC(=C1C(=O)c2ccccc2C1=O)N1CCN(CCN=CC2=C(O)CC(C)(C)CC2=O)CC1
 : 1	4	-22	10	-1	-19	14	-5	-5	13	-17
59. CN(C)N1C(N)=C(C#N)C(c2ccc(Cl)cc2)C2=C1CCCC2=O (stereo unspecified)
 : 12	14	2	11	-2	16	-2	-18	-21	4	-20
60. CCOc1cc(C(=O)Nc2ccc(NC(C)=O)cc2)ccc1OCC(=O)N1CCCCC1
 : 27	3	5	-4	0	10	1	-16	-12	-22	-14
61. CC(=O)N1CCN(CC(=O)Nc2cc(F)ccc2C)CC1
 : 5	12	-1	-5	2	15	-6	5	1	-31	19
62. Cc1nn(CC(=O)NCCN2CCCCC2C)c(=O)c2cc(-c3ccccc3)nn12 (stereo unspecified)
 : -9	-6	-4	-5	1	5	4	-36	-8	-13	-20
